High-throughput results as filed in PubChem.
CHO-K1 Ca PAM: nonselective calcium activators in parental CHO-K1 cells, primary screen, counter-screen for M1 PAM project, cell-based, Fluo-8 calcium fluorescence, full deck, 1536-well; hit rate 0.02% among 360,000; ATP EC20; 0% at ATP EC20, 100% at ATP max; AID 602247, 2012; activation, % at 3 µM;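 active = activation above the run cutoff, the mean activation of all test compounds plus 3 SD, cut at about 40% in these data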;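 note: peak over basal fluorescence ratio in a 140 s read after ATP addition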
CHO-K1 Ca ag: counter-screen for M1 agonists: effect in parental CHO-K1 cells; Fluo-8 calcium fluorescence; scaled to maximal ATP response, vehicle zero; activation, % at 3 µM; hit rate 0.48% among 360,000; AID 602248, 2012; in the data active = activation above about 15%;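 note: untransfected CHO-K1 host cells lacking M1 receptor as counterscreen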
CHRM5 antagonist: human M5 muscarinic receptor antagonists, primary screen, CHO cells, Fluo-8 calcium fluorescence. Muscarinic acetylcholine receptor M5 (Homo sapiens), P08912. CHO-hM5 cells, ACh EC80. inhibition, % at 3 µM. hit rate 0.59% among 360,000;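 active = inhibition above a per-plate cutoff, the mean of that plate's test compounds plus 3 SD, cut at about 27% in these data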;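 note: 0% = acetylcholine EC80 with DMSO and 100% = DMSO without agonist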
Target sequence (P08912 whole entry, looked up): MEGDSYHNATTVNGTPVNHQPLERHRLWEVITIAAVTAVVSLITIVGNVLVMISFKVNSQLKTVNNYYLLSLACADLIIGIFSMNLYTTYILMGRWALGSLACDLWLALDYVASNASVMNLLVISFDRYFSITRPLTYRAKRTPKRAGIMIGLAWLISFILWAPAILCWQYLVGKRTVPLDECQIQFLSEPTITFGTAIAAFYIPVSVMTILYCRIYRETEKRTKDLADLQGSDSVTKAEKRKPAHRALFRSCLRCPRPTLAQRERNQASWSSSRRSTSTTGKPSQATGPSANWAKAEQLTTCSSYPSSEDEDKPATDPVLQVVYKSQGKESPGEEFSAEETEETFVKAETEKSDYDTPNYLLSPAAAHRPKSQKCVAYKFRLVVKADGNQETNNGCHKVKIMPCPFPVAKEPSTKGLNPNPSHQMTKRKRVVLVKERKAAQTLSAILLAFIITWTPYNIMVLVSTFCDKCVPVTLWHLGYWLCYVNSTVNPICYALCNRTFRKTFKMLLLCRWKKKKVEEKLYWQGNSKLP
CHRM4 antagonist: human M4 muscarinic receptor antagonists, primary screen, CHO cells, Fluo-8 calcium fluorescence | Muscarinic acetylcholine receptor M4 (Homo sapiens), P08173 | CHO-hM4 cells, ACh EC80 | hit rate 0.73% among 360,000 | inhibition, % at 3 µM;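 active = inhibition above its plate's cutoff, the mean inhibition of sample wells plus 3 SD, cut at about 27% in these data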;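 note: 0% = acetylcholine EC80 with DMSO and 100% = DMSO without agonist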
Target sequence (P08173 whole entry, looked up): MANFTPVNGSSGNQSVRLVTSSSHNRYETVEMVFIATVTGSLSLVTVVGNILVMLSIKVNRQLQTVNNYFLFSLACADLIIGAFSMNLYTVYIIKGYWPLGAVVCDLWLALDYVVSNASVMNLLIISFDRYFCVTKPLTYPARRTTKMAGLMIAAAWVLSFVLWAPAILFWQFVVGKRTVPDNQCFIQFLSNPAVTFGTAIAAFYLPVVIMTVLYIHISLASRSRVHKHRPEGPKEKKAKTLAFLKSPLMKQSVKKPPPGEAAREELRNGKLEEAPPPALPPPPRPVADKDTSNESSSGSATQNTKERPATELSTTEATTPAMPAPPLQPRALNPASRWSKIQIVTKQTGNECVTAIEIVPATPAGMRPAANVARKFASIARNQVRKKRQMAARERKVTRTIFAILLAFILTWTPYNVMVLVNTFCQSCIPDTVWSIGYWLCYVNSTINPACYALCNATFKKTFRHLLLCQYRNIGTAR
M4 PAM: human M4 muscarinic receptor positive allosteric modulators, primary screen, CHO-K1 cells, Fluo-8 calcium fluorescence; CHO-K1 hM4/Gqi5, ACh EC20; 0% = ACh EC20, 100% = maximal ACh; activation, % at 3 µM; hit rate 0.4% among 360,000;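 active = activation above its plate's cutoff, the mean activation of sample wells plus 3 SD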; note: some results filed as inactive read as strong as hits
CHO-K1 Ca antag: M1 antagonist counterscreen hit in parental CHO-K1 cells; AID 602250; ATP-induced calcium, Fluo-8 fluorescence; inhibition, % at 3 µM; hit rate 0.6% among 360,000;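 active = inhibition above a per-plate cutoff, the plate's mean sample inhibition plus 3 SD, cut at about 24% in these data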;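 note: 0% = DMSO plus EC80 ATP and 100% = DMSO alone without ATP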
CHRM4 agonist: human M4 muscarinic receptor agonists, primary screen, CHO-K1 cells, Fluo-8 calcium fluorescence; Muscarinic acetylcholine receptor M4 (Homo sapiens), P08173; CHO-K1 hM4/Gqi5; vehicle 0%, full acetylcholine response 100%; activation, % at 3 µM; hit rate 0.14% among 360,000; AID 624127, 2012;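 active = activation above the run mean over all test wells plus 3 SD, cut at about 32% in these data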;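 note: peak over basal fluorescence ratio per well then scaled between controls; 0% = DMSO wells and 100% = acetylcholine at EC100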
CHRM5 agonist: human M5 muscarinic receptor agonists, primary screen, CHO-K1 cells, Fluo-8 calcium fluorescence; Muscarinic acetylcholine receptor M5 (Homo sapiens), P08912; CHO-K1 hM5 cells; 0% DMSO wells, 100% maximal acetylcholine response; activation, % at 3 µM; hit rate 0.19% among 360,000; AID 624037, 2012;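 active = activation above the run's mean over test compounds plus 3 SD, cut at about 23% in these data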;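 note: signal is peak over basal fluorescence ratio across the kinetic read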
M5 PAM: human M5 muscarinic receptor positive allosteric modulators, primary screen, CHO-K1 cells, Fluo-8 calcium fluorescence. activation, % at 3 µM. AID 624038, 2012. CHO-K1 hM5, ACh EC20 PAM; 0% = ACh EC20, 100% = ACh EC100. hit rate 0.3% among 360,000;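 active = activation above the run cutoff, the mean activation of all test compounds plus 3 SD, cut at about 18% in these data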
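System – CHO-K1 hM5 cells · Compound – 3 µM, single dose · Incubation – compound preincubation 140 s before EC20 acetylcholine addition · Technique – Fluo-8 calcium fluorescence · Measure – Max/basal fluorescence ratio as % of EC20–EC100 ACh window · Benchmarks – low control EC20 acetylcholine (0%), high control EC100 acetylcholine (100%) · Replication – singlicate, one well per test compound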
* = called active by the depositor.

1: CC1CCN(C(=O)COc2ccc(S(=O)(=O)N3CCOCC3)cc2)CC1
2: Cn1c(COc2ccc(Cl)cc2)nnc1SCC(=O)Nc1ccc2c(c1)CCC2
3: O=C(Cn1nnc(-c2ccc(Cl)cc2)n1)NCC1CCCCC1
4: Cc1ccc([N+](=O)[O-])cc1Nc1nc(N2CCCC2)nc(N2CCCC2)n1
5: CN(C)C1=NCCN1CCc1ccc(F)cc1
6: Cc1ccc(C(=O)Cc2cc3ccccc3oc2=O)c(C)c1

assay / entry,1,2,3,4,5,6
CHO-K1 Ca PAM,15,0,21,2,-5,15
CHO-K1 Ca ag,1.8,6.3,0.7,11,0.2,5.6
CHRM5 antagonist,5,-4,-7,-1,0,5
CHRM4 antagonist,2,2,-4,3,6,3
M4 PAM,-2,2,4,-4,4,-8
CHO-K1 Ca antag,-8,8,-32,6,-7,-3
CHRM4 agonist,1,0,1,1,2,16
CHRM5 agonist,1,-2,2,2,-13,-3
M5 PAM,3,0,-4,2,4,-6

7: COCC(C)NC(=O)CSc1nc2ccccc2n1CCc1ccccc1 (stereo unspecified)
8: COc1cc(-c2cc(C(=O)O)c3cc4c(cc3n2)OCCO4)cc(OC)c1OC
9: CCOC(=O)c1nnn(-c2nonc2N)c1CNc1ccccc1
10: COc1ccc(C(C)NC(=O)c2ccc([N+](=O)[O-])cc2)cc1OC (stereo unspecified)
11: COc1ccc(/C=N/NC(=O)CCC(=O)Nc2ccc(F)cc2)c(OC)c1
12: O=C(Nc1ccc2ccccc2n1)c1ccccc1

assay / entry,7,8,9,10,11,12
CHO-K1 Ca PAM,1,20,-3,6,-12,1
CHO-K1 Ca ag,0.5,1.1,-0.2,0.6,0.1,2.1
CHRM5 antagonist,-5,6,-4,0,16,6
CHRM4 antagonist,-5,-8,2,1,-13,3
M4 PAM,8,9,-2,3,-6,3
CHO-K1 Ca antag,5,-17,5,-8,14,-13
CHRM4 agonist,2,1,0,4,2,3
CHRM5 agonist,-2,1,-4,0,-5,-3
M5 PAM,10,-6,2,0,-9,-4

13: CC(C)(C)N(Cc1ccccc1)C(=O)COC(=O)c1ccc(Br)o1
14: COC(=O)c1sc2nc3c(c(-c4cccs4)c2c1N)CCCC3
15: O=C(c1ccco1)N1CCN(C(=O)c2[nH]ncc2[N+](=O)[O-])CC1
16: Cc1ccc(/C=N/NC(=O)CC2N=C(Cc3ccccc3)NNC2=O)cc1 (stereo unspecified)
17: Cc1ccc(-n2ncc3c(=O)n(Cc4cccnc4)cnc32)cc1
18: CCOc1ccc(-n2cnnn2)cc1S(=O)(=O)NC1CC1

assay / entry,13,14,15,16,17,18
CHO-K1 Ca PAM,0,29,14,16,0,24
CHO-K1 Ca ag,-0.5,0.4,-0.2,-0.7,1.8,4.1
CHRM5 antagonist,-1,11,10,2,-1,5
CHRM4 antagonist,-11,4,1,8,-2,-6
M4 PAM,3,-7,16,11,4,-4
CHO-K1 Ca antag,-8,-18,-2,-20,3,-13
CHRM4 agonist,-1,1,2,0,4,2
CHRM5 agonist,-3,-7,-1,-7,3,-1
M5 PAM,1,-3,-10,1,0,-5

19: CC(=O)NS(=O)(=O)c1ccc(NC(=O)/C=C/c2ccccc2Cl)cc1
20: CC1CCc2cccc3c(O)cc(=O)n1c23 (stereo unspecified)
21: COc1ccc([N+](=O)[O-])cc1/C=N/NC(=O)Cc1ccccc1
22: CC(C)c1ccc(NC2CCCN(C(=O)c3cc(C(C)C)nc(N)n3)C2)cc1 (stereo unspecified)
23: COc1ccc(C)cc1NC(=O)c1nc2nc(C)cc(C)n2n1
24: Cc1cccc(NS(=O)(=O)c2ccc([N+](=O)[O-])cc2)n1

assay / entry,19,20,21,22,23,24
CHO-K1 Ca PAM,14,7,5,11,17,15
CHO-K1 Ca ag,0.3,3.1,1.3,1.4,0.3,2.2
CHRM5 antagonist,-14,0,8,-3,2,2
CHRM4 antagonist,-2,21,-15,5,-5,5
M4 PAM,20,-12,-3,-3,2,-5
CHO-K1 Ca antag,-1,-7,-1,-5,-8,-13
CHRM4 agonist,1,13,4,1,1,0
CHRM5 agonist,-5,3,-3,-4,-4,-2
M5 PAM,10,-13,-8,-2,0,3

25: O=C(NCCc1ccc([N+](=O)[O-])cc1)c1ccccc1
26: C=CCN(C(=O)c1ccccn1)C(C(=O)NCc1ccccc1)c1ccccc1F (stereo unspecified)
27: CCOc1cc(/C=N\Nc2nc(Nc3ccccc3)nc(N3CCOCC3)n2)ccc1OC(=O)c1ccco1
28: Cc1ccc(C)c(C(=O)NCc2ccncc2)c1
29: Cc1ccccc1Cn1cc(NC(=O)COc2ccccc2)cn1
30: CCOC(=O)c1c(NC(=S)Nc2ccccc2)sc2c1CCCCC2

assay / entry,25,26,27,28,29,30
CHO-K1 Ca PAM,10,16,16,7,9,-2
CHO-K1 Ca ag,6.0,3.4,2.5,0.3,1.2,-0.4
CHRM5 antagonist,21,7,10,0,1,1
CHRM4 antagonist,5,5,6,-1,-5,7
M4 PAM,-43,-6,-3,1,2,-2
CHO-K1 Ca antag,7,-6,-2,1,-9,-14
CHRM4 agonist,14,8,3,1,2,0
CHRM5 agonist,0,5,-2,-5,3,1
M5 PAM,-22,-5,2,5,-4,-4

31: C=CCOc1ccccc1/C=C/C(=O)O
32: COc1ccccc1CNC(=O)[C@H](Cc1c[nH]c2ccccc12)NC(=O)[C@@H]1Cc2ccccc2CN1
33: Cc1ccc2ccccc2c1NC(=O)CNCc1ccccc1
34: COc1cc2c(cc1OC)CN(C(=O)CCNS(=O)(=O)c1ccc(Br)cc1)CC2
35: CC(=O)Nc1ccc(NC(=O)C(c2ccccc2)c2ccccc2)cc1
36: COc1ccc(S(=O)(=O)N2CCOC23CCN(S(=O)(=O)c2c(C)cc(C)cc2C)CC3)cc1

assay / entry,31,32,33,34,35,36
CHO-K1 Ca PAM,10,-1,8,-2,18,-21
CHO-K1 Ca ag,0.2,2.1,5.2,0.7,1.3,0.2
CHRM5 antagonist,-6,4,9,2,-3,14
CHRM4 antagonist,-8,-9,-6,-6,6,7
M4 PAM,7,2,-1,7,-2,-2
CHO-K1 Ca antag,9,-5,5,-6,-8,11
CHRM4 agonist,1,9,10,2,1,5
CHRM5 agonist,-2,4,-1,-1,5,3
M5 PAM,2,-4,-5,2,11,-21

Part of the list above in order of count of non-hydrogen atoms, highest first:
36: COc1ccc(S(=O)(=O)N2CCOC23CCN(S(=O)(=O)c2c(C)cc(C)cc2C)CC3)cc1
34: COc1cc2c(cc1OC)CN(C(=O)CCNS(=O)(=O)c1ccc(Br)cc1)CC2
35: CC(=O)Nc1ccc(NC(=O)C(c2ccccc2)c2ccccc2)cc1
30: CCOC(=O)c1c(NC(=S)Nc2ccccc2)sc2c1CCCCC2
29: Cc1ccccc1Cn1cc(NC(=O)COc2ccccc2)cn1

assay / entry,36,34,35,30,29
CHO-K1 Ca PAM,-21,-2,18,-2,9
CHO-K1 Ca ag,0.2,0.7,1.3,-0.4,1.2
CHRM5 antagonist,14,2,-3,1,1
CHRM4 antagonist,7,-6,6,7,-5
M4 PAM,-2,7,-2,-2,2
CHO-K1 Ca antag,11,-6,-8,-14,-9
CHRM4 agonist,5,2,1,0,2
CHRM5 agonist,3,-1,5,1,3
M5 PAM,-21,2,11,-4,-4

Next section.
37: COc1cc2nc(CCc3ccccc3)oc(=O)c2cc1OC
38: O=C(NCc1cccs1)C1CCCN(S(=O)(=O)c2cccc3cccnc23)C1 (stereo unspecified)
39: O=C(CC(O)(C(F)(F)F)C(F)(F)F)Nc1ccc(Cl)c(Cl)c1
40: CC1CCN(C(=O)c2[nH]cnc2C(=O)Nc2ccccc2)CC1
41: CNC(=S)N/N=C/c1c(C)cccc1Cl
42: Cc1ccc(-n2nc3c(c2NC(=O)C2CC2)CS(=O)(=O)C3)cc1C

assay / entry,37,38,39,40,41,42
CHO-K1 Ca PAM,5,-5,-7,12,-2,21
CHO-K1 Ca ag,-0.1,1.8,9.4,-0.1,-0.1,2.1
CHRM5 antagonist,8,2,18,-5,2,4
CHRM4 antagonist,2,3,5,-7,4,-2
M4 PAM,-3,-9,-22,13,-5,2
CHO-K1 Ca antag,-7,-1,43*,-13,-1,-8
CHRM4 agonist,0,5,5,3,-1,1
CHRM5 agonist,-1,3,-1,0,3,-1
M5 PAM,-1,-13,-15,-3,3,0

43: COc1cc(/C=N\Nc2nc3ccccc3o2)cc(OC)c1OC
44: CC(N=c1ccccn1C(=O)Nc1cccc(C(F)(F)F)c1)c1ccco1 (stereo unspecified)
45: O=C(CSc1nnc(NC2CCCCC2)s1)NN1C(=O)NC2(CCCCC2)C1=O
46: CSc1nc2c(c(=O)n1Cc1ccccc1)SC(C)C2 (stereo unspecified)
47: CCNc1nc(NC(C)C)nc(NC(C)(C)C)n1
48: O=C(CCN1C(=O)[C@@H]2Cc3ccccc3CN2C1=O)NCc1ccccc1

assay / entry,43,44,45,46,47,48
CHO-K1 Ca PAM,8,-2,-14,-5,10,6
CHO-K1 Ca ag,3.0,0.7,-0.1,-0.6,1.4,2.0
CHRM5 antagonist,-9,5,13,2,9,-26
CHRM4 antagonist,-9,-2,-7,0,2,-10
M4 PAM,2,-5,3,-6,-5,4
CHO-K1 Ca antag,-19,2,13,-14,-11,-5
CHRM4 agonist,12,8,1,-2,5,5
CHRM5 agonist,0,1,-3,-6,-13,-1
M5 PAM,-6,-2,8,-8,-3,22*

49: CC1CCN(C(=O)c2cc3c(ccc4ccccc43)o2)CC1
50: CC(C)(C)OC(=O)NCCC(=O)N/N=C/c1cccc2nccnc12
51: O=C(Nc1ccc(F)c(F)c1)c1oc2ccccc2c1NC(=O)C1CCCO1 (stereo unspecified)
52: COC(=O)c1ccc(-c2nc(O)c(C)s2)cc1

assay / entry,49,50,51,52
CHO-K1 Ca PAM,3,0,8,20
CHO-K1 Ca ag,0.1,0.8,1.4,0.6
CHRM5 antagonist,-16,-8,-2,-2
CHRM4 antagonist,-10,1,0,4
M4 PAM,0,1,-3,-4
CHO-K1 Ca antag,-5,-5,-16,-7
CHRM4 agonist,2,1,1,0
CHRM5 agonist,-3,0,0,-2
M5 PAM,1,12,3,1
